Bioassay records: PubChem, National Center for Advancing Translational Sciences (NCATS)
USP1 inh – inhibitors of human USP1/UAF1 deubiquitinase | recombinant USP1/UAF1, Ub-Rhodamine cleavage fluorescence | O94782 | AID 743255 | hit rate 0.23% among 390,000 | Potency, µM (titrated, usually from 57.1 µM), without a hit: top-dose activity change, negative = inhibition, most hits filed as inhibitors; also: % is scaled to controls: 0 for no effect and ±100 for the full control effect; nearly all actives have a fitted effect of over 60% in size; inactives centre near -12
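USP1/UAF1 complex (1 nM) preincubated 15 min at room temperature with compound, then Ub-Rho substrate (150 nM final) added. Kinetic fluorescence at 480/540 nm over 6 reads at 60 s intervals; 50 mM HEPES pH 7.8, 0.5 mM EDTA, 0.1 mg/ml BSA, 1 mM TCEP, 0.01% Tween-20.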
rTrxR1 inhibitor – inhibitors of rat thioredoxin reductase 1; hit rate 1% among 390,000; Potency, µM (titrated, usually from 114 µM), for inactives: top-dose activity change, negative = inhibition, actives largely listed as inhibitors; recombinant rTrxR1, NADPH fluorescence consumption, selenite substrate; O89049; AID 588453; also: % is scaled to controls: 0 for no effect and ±100 for the full control effect; nearly all actives have a fitted effect of over 65% in size
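Rat TrxR1 (90 nM in the dispensed reagent) was pre-reduced with 400 uM NADPH for 5 min at room temperature, then incubated with compound for 15 min. After 400 uM selenite was added, NADPH fluorescence (Ex 340/Em 450 nm) was followed for 8 min.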
RXFP1 agonist – RXFP1 (human) receptor agonism; HEK293T-RXFP1 cAMP TR-FRET, 30 min; response scale: percent of porcine relaxin response, buffer zero; Potency, µM (doses to about 57.5 µM), without a hit: top-dose activation, usual class: activators; hit rate 0.3% among 370,000; AID 2676; also: % is scaled to controls: 0 for no effect and ±100 for the full control effect; nearly all actives have a fitted effect of over 60% in size; many of its hits are not listed in these tables
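Agonist response is measured as cAMP accumulation in an RXFP1-transfected HEK293T line under PDE4 inhibition. Values are scaled between buffer-only and 29 nM porcine relaxin, and EC50s come from standard Hill equation fits.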
mIDH1 inhibitor – blocks human mutant IDH1 R132H enzyme; IDH1-R132H enzyme, NADPH consumption, diaphorase/resazurin fluorescence; Potency, µM (doses to about 76.6 µM), without a hit: at the top dose activity change, negative = inhibition, hits mostly inhibitors; hit rate 0.093% among 390,000; AID 602179; also: % is scaled to controls: 0 for no effect and ±100 for the full control effect; nearly all actives have a fitted effect of over 65% in size
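IDH1-R132H (0.5 ug/mL dispensed) in pH 7.5 Tris buffer was preincubated 30 min with compound, then given a substrate mix of 0.016 mM NADPH and 2 mM alpha-KG for 80 min at room temperature; remaining NADPH was read by diaphorase/resazurin fluorescence.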
RGS4 inhibitor – blocks human RGS4-accelerated GTP hydrolysis | Potency, µM (highest dose often 114 µM), without a hit: top-dose activity change, negative = inhibition, usual class: inhibitors | hit rate 0.039% among 390,000 | Transcreener GDP fluorescence polarization, RGS4-accelerated GTP hydrolysis; also: % is scaled to controls: 0 for no effect and ±100 for the full control effect; nearly all actives have a fitted effect of over 75% in size; some results filed as inactive show a strong effect at the top dose
Target sequence (P49798 whole entry, looked up): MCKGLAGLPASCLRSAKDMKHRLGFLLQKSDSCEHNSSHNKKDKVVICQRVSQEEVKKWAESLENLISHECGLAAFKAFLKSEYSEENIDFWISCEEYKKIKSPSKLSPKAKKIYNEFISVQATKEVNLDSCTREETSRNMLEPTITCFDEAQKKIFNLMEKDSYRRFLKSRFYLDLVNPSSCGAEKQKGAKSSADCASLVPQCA
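MLSMR compounds (23 nl, pin-transferred) preincubated 10 min at room temperature with a 500nM (2x) first reagent, then RGS4 at 900nM (2x) plus Transcreener GDP mix added; fluorescence polarization (620/688 nm) read before and after 90 min at 30 °C.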
Vif-A3F inh – inhibitors of Vif-A3F interaction. hit rate 0.2% among 390,000. Potency, µM (series often up to 46.1 µM), for inactives: at the top dose activity, negative = active. HeLa A3F-eYFP + Vif (tagged APOBEC3F with the HIV-1 protein that degrades it), YFP fluorescence increase; also: % of control where 0% means no effect; nearly all actives have a fitted effect of over 65% in size
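HeLa cells stably expressing Vif plus C-terminally eYFP-tagged A3F were seeded, incubated overnight at 37 deg C, dosed with compound, incubated overnight again at 37 deg C. Yellow fluorescence (Ex 488/Em 500-530) reported blocked Vif-mediated A3F-eYFP degradation.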
ALOX12 inh – inhibitors of human 12S-lipoxygenase ALOX12; hit rate 1.1% among 580,000; P18054; Potency, µM (highest dose often 108 µM), for the others: at the top dose activity change, negative = inhibition, actives largely listed as inhibitors; AID 1671190; purified 12hLO, xylenol orange hydroperoxide absorbance; also: % is scaled to controls: 0 for no effect and ±100 for the full control effect
Target sequence (P18054 whole entry, looked up): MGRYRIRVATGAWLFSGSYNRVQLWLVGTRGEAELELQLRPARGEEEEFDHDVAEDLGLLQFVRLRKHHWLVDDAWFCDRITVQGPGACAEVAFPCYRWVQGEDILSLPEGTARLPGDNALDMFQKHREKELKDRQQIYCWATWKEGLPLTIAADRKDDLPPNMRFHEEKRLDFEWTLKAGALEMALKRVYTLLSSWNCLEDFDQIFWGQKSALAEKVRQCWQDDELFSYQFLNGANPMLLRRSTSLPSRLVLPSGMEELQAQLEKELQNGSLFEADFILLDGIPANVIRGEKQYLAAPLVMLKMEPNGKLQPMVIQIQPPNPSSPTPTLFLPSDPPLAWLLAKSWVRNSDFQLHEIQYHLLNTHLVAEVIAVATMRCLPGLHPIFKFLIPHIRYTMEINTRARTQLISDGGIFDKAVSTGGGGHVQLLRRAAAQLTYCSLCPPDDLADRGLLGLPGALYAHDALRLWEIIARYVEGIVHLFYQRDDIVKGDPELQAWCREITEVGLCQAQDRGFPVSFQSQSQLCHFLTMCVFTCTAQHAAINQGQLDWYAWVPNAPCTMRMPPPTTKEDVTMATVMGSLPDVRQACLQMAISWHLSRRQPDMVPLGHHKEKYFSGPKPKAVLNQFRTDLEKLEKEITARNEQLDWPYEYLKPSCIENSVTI
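Purified human 12hLO at 150 nM in 25 mM Hepes, 0.01% Triton X-100, pH 7.0, preincubated 15 min at room temperature with compound. Reaction started with 40 uM arachidonic acid, 30 min at room temperature. Hydroperoxide measured by Fe-xylenol orange, 573/405 nm absorbance ratio.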
TrxR1 substrate – rat thioredoxin reductase 1 substrate activity; purified TrxR1 substrate turnover, NADPH consumption readout; Potency, µM (highest dose often 114 µM), without a hit: at the top dose activity change, negative = substrate turnover; hit rate 0.01% among 390,000; also: % is scaled to controls: 0 for no effect and ±100 for the full control effect; nearly all actives have a fitted effect of over 50% in size
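Rat TrxR1, dispensed at 90 nM, was prereduced with 400 uM NADPH (final) for 5 min at ~22 deg C, then incubated with compound 15 min before 400 uM selenite. A first-read NADPH fluorescence drop versus no-compound background flagged substrates.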
Vif-APOBEC3G blk – blocks the Vif interaction with human APOBEC3G | HeLa A3G-eYFP + Vif (tagged APOBEC3G with the HIV-1 protein that degrades it), YFP fluorescence, overnight | hit rate 0.076% among 410,000 | Q9HC16 | Potency, µM (series often up to 46.1 µM), for the others: top-dose activity, negative = active, usual class: inhibitors;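 also: % is scaled to controls: 0 for no effect and ±100 for the full control effect; nearly all actives have a fitted effect of over 60% in size; hits raise eYFP signal because A3G escapes Vif-driven loss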
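HeLa cells stably expressing Vif and C-terminally eYFP-tagged A3G, seeded overnight at 37 deg C, then exposed to compound by pintool overnight at 37 deg C. Rise in yellow fluorescence (Ex 488/Em 500-530, Acumen) marks blocked Vif-driven A3G degradation.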
Starred values were filed as active, the others as inactive; ? = inconclusive; · = not tested or not shown; & = joins results of further samples; [ ] = dose if it differs, or a comment. Calls follow the shape of the dose curve; as a rule, active = well fitted curve in the direction sought with a large enough effect; inconclusive = small, poorly fitted or top-dose-only effect, or another doubt; inactive = no such curve, though single readings can be large; an effect the other way counts as inactive or inconclusive. Potency is read from the fitted curve at half-maximal effect.

mol | USP1 inh | rTrxR1 inhibitor | RXFP1 agonist | mIDH1 inhibitor | RGS4 inhibitor | Vif-A3F inh | ALOX12 inh | TrxR1 substrate | Vif-APOBEC3G blk
Cc1ccc(C(=O)N/N=C/c2ccc(-c3cccc(C(F)(F)F)c3)o2)cn1 | 0% | 3%[57.1 µM] | 4.9% | 0% | 16% | 0% | 9% | 23% | ?
CCOC(=O)c1c(C)[nH]c(C2=NNC(=Nc3ccccc3)SC2)c1C | ? | 2% | 3.8% | -9% | ? | -11% | -21% | 2% | -18%
Cc1ccccc1NC(=O)/C=C/c1ccc([N+](=O)[O-])s1 | -20% | -27% | -0.4% | 4% | -11% | 10µM* | · | -9% | 6.3µM*
C/C(=N\NC(=O)c1ccc(CSc2nncn2C)cc1)c1cccs1 | -18% | -12% | -1.0% | 3% | 21% | 4% | 1% | -12% | 0%
Cc1ccc(Cl)cc1NC(=O)C(NS(=O)(=O)c1cccs1)c1ccccc1 (stereo not drawn) | -10% | -3% | 0.1% | 6% | -11% | -14% | -2% | -7% | 0%
COc1cc(NC(=O)CSc2nc3ccccc3cc2C)c(C(=O)O)cc1OC | -25% | 8% | -0.7% | 1% | -17% | 5% | -20% | 4% | 0%
S=c1nc(-c2cc(Cl)ccc2Cl)[nH][nH]1 | -17% | ? | ? | -11% | ? | -7% | 10µM* | 3% | 0%
CCn1cc(CNC(=O)c2cc(COc3ccc(F)cc3Cl)on2)cn1 | -8% | 8% | 2.7% | -1% | 9% | 1% | 0% | -4% | -8%
Cc1ccc(N(CC(=O)NC2CCCC2)C(=O)CNC(=O)c2cccs2)c(C)c1 | -20% | 17% | 0.5% | 10% | -40% | 2% | -22% | 5% | 2%
Cn1c(=O)c2c(Nc3ccc(F)cc3)cc(=O)n(-c3ccccc3)c2n(C)c1=O | -10% | 13%[57.1 µM] | -0.1% | 2% | -5% | -7% | 101%[activator] | -21%[57.1 µM] | 0%
COc1cc(C(C)=O)ccc1OCC(O)CN1CCN(c2c(C)cccc2C)CC1 (stereo not drawn) | -20% | -5% | -0.8% | 3% | -23%[56.9 µM] | 8% | -11% | -10% | -1%
Cc1ccc(NC(=O)Cn2c([N+](=O)[O-])cnc2C)cc1Cl | -21% | 5% | 0.0% | 0% | -10% | -3% | 7% | -1% | -10%
CCC(=O)c1ccc(OCC(=O)Nc2ccccc2N2CCOCC2)cc1 | -20% | 18% | -0.1% | 8% | -9% | 1% | 123%[activator] | 4% | -1%
CC(=O)NC(=S)Nc1ccccc1F | -19% | 17% | 0.8% | -3% | -3% | -8% | -10% | 9% | 2%
O=C(COc1ccc2cc(Br)ccc2c1)N1CCOCC1 | -25% | 19% | · | -9% | -8% | -8% | 63% | 0% | -7%
CC(C)(C)OC(=O)NCCCCCNC(=O)c1[nH]cnc1C(=O)N[C@@H](CCCCNC(=O)OC(C)(C)C)C(=O)OC(C)(C)C | -25% | -5%[57.1 µM] | 4.4% | 4% | 5% | 1% | · | -11%[57.1 µM] | -6%
COc1ccc(/C=C/c2nnc(NC(=O)CSc3ccc(C)cc3)s2)cc1 | -6% | -11%&20% | -2.6% | 8% | -4%&-14% | -7% | 4% | 33%&78% | 1%&-2%
Cc1ccc(S(=O)(=O)N(C)c2ccc(C(=O)Nc3ccccc3C(=O)N3CCOCC3)cc2)cc1 | -1% | 1% | -1.0% | 4% | 32% | 1% | 1% | -6% | 1%
CCOc1cnn(-c2ccccc2)c(=O)c1Cl | -20% | 1%[2.29 µM] | 3.4% | 4% | -10% | 6% | 229%[activator] | 9%[57.1 µM] | -1%
COc1cc(C(=O)NCC(=O)OCC(=O)N2CCc3ccccc32)cc(OC)c1OC | -14% | 8%[57.1 µM] | 1.2% | 7% | -23% | 15% | 19% | -6%[57.1 µM] | 3%
c1ccc(N2CCN(Cc3cn4cccnc4n3)CC2)cc1 | -27% | 3%[57.1 µM] | 0.0% | 3% | -6% | -7% | 5% | 4%[57.1 µM] | -4%
O=C(OC1CCOC1=O)c1ccc(-c2nc3ccccc3s2)s1 (stereo not drawn) | -11% | -11%[57.1 µM] | 3.3% | 13% | -48% | -11% | 0% | 75%[activator] | 0%
CC(C)c1ccc(/C=C/C(=O)NCCC2=CCCCC2)cc1 | -26% | -1% | 0.1% | 4% | -34% | -11% | 40µM* | -3% | -1%
COc1ccc2nc(NC(C)=O)sc2c1 | -1% | -15% | 0.6% | 3% | -3% | -1% | -5% | -8% | -2%
COc1ccc2c(c1)nc(SCC(=O)C(C)(C)C)n2C | -13% | 13% | 2.7% | 5% | ? | -11% | -22% | -7%[57.1 µM] | -5%
CC(C)Cn1c(N)c(C(=O)CSc2ncccn2)c(=O)n(C)c1=O | -8% | 1% | -1.2% | 16% | -12% | 2% | -3% | 0% | -2%
COc1ccc(S(=O)(=O)NCc2cccnc2)cc1OC | -8% | 5% | -0.1% | 13% | -21% | 11% | -21% | 1% | -3%
CCCCOC(=O)c1nnc(-c2ccc(Cl)cc2)o1 | -7% | -11% | 0.5% | -1% | 26% | 13% | -8% | -13% | 1%
CN(C)c1ccc(/C=C(\NC(=O)c2ccccc2)C(=O)NCc2cccnc2)cc1 | ? | -5% | -0.6% | -3% | -12% | -8% | -27% | -13% | 3%
CCN1CCN(CCCNC(=O)c2cn(CCOC)c(=O)c3c2c2ccccc2n3C)CC1 | -3% | -9% | -0.3% | 1% | 1% | 0% | 1% | 97%[activator] | 3%
Cc1ccccc1CSCC(=O)NC1CCCC1 | -21% | 9%[57.1 µM] | -3.3% | 7% | 7%[11.4 µM] | 0% | · | 7%[57.1 µM] | 0%
O=C(CN1C(=O)NC2(CCCC2)C1=O)Nc1cc(S(=O)(=O)N2CCCCC2)ccc1Cl | -2% | -13% | · | 8% | -10% | 1% | 9% | -2% | 0%
CCOC(=O)c1ccccc1-c1cn2cc(Cl)ccc2n1 | 6% | 5%[57.1 µM] | -0.6% | 19% | 10% | 16% | -11% | -5% | -4%
CN1C(=O)CS/C1=N\NC(=O)COc1cccc2cccnc12 | -23% | 13%[11.4 µM] | -0.8% | 2% | 7% | 9% | -7% | 10%[11.4 µM] | -3%
COc1ccc(Nc2nnc(-c3ccc(C)cc3)c3ccccc23)cc1C(=O)N1CCCCC1 | -17% | 7% | 1.0% | 3% | -12% | 6% | -29% | -7% | 0%
Cc1[nH]c2ccccc2c(=O)c1CN(C)Cc1ccccc1 | 4% | 6% | 0.9% | 1% | 3% | -9% | 29% | 2% | 0%
Cc1cc(N2CCC(C(=O)NCCC(C)C)CC2)n2nc(C)c(-c3ccc(Cl)cc3)c2n1 | -14% | 20% | 6.3% | -4% | 5% | 3% | -7% | 1% | 2%
O=C(Nc1ccc2nc(-c3cccs3)c(-c3cccs3)nc2c1)N1CCCC1 | · | 15% | · | · | -16% | · | · | 95%[activator] | -1%
O=C(Nc1nc2c(s1)CN(Cc1ccccc1)CC2)C1CCCC1 | -17% | 10%[57.1 µM] | 1.8% | 1% | -12% | -1% | 65%[activator] | -5%[57.1 µM] | 0%
Oc1cccc(C=NNc2ccccn2)c1 | -5% | 24%[11.4 µM] | · | 7% | 4% | -7% | -6% | 7%[11.4 µM] | -1%
CCn1c(CCC(=O)Nc2cc(F)ccc2C)nc2cc(S(=O)(=O)N(C)C)ccc21 | -25% | 15% | 6.9% | 4% | 0% | 0% | ? | 1% | -10%
COc1ccc(N(CC(=O)Nc2cccc3ccccc23)S(C)(=O)=O)cc1 | 6% | -13% | 0.3% | 2% | 3% | 0% | 5% | -11% | 0%
CCc1nn(CC(=O)NCC(C)c2ccccc2)c(=O)c2cc3occc3n12 (stereo not drawn) | -23% | -8% | 0.0% | 12% | 7% | 5% | -22% | -3% | 3%
Cc1ccc(/C(O)=C2/C(=O)C(=O)N(c3ccccn3)C2c2cccc([N+](=O)[O-])c2)cc1 (stereo not drawn) | -19% | -1% | 4.9% | -4% | 12% | -6% | ? | -10% | -28%
CC(C)=CCc1c(O)c(CC=C(C)C)c2c(c1O)C(=O)CC(c1ccc(O)cc1)O2 (stereo not drawn) | -9% | 6%[57.1 µM] | 0.0% | -15% | -14% | 7% | ? | -1%[57.1 µM] | -13%
NC1=C(c2ccc(F)cc2)C(=O)CS1 | -23% | 9% | -0.2% | -2% | -30% | 0% | 31%[activator] | -8% | -2%
CCc1ccc(N2CC(C(=O)NC3CC3)CC2=O)cc1 (stereo not drawn) | -15% | 23%[57.1 µM] | 1.5% | -1% | -28% | -6% | 0% | 5%[57.1 µM] | -1%
CCC(C)NC(=O)c1ccccc1NC(=O)C1CCN(S(=O)(=O)Cc2ccccc2)CC1 (stereo not drawn) | -18% | 17% | -3.8% | -13% | 16% | 3% | -9% | -3% | 1%
O=S(=O)(c1ccc(F)cc1)n1cnc2ccccc21 | 3% | 7% | -0.8% | -10% | 26% | -2% | 6% | -2% | -2%

The list is partial; the hit share may differ from the screen's.
